Source: PubChem (several laboratories)
NadD inh – NadD (S. aureus) enzyme inhibition; hit rate 0.78% among 360,000; inhibition, % at 20 µM; AID 602399; purified NadD enzyme, colorimetric absorbance read-out; in the data active means inhibition above about 26%; further: some compounds past the cut are filed as inactive
CSN deneddyl inh – CSN deneddylation inhibition; Q92905; Purified CSN, SCF-Nedd8-OG deneddylation, fluorescence polarization; inhibition, % at 12.5 µM; hit rate 0.38% among 360,000; AID 651999;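 active means pattern-corrected inhibition above about 35%, with an unprinted fluorescence ratio check between 0.5 and 1.5, limit read from the data, passing the limit was not always enough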;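 further: 0% = enzyme with substrate and 100% = substrate without enzyme; some results filed as inactive read as strong as hits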
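Assay system: HEK293T-derived human Csn5 enzyme; quantity: 0.24 nM enzyme; medium: Tris/NaCl/DTT buffer, pH 7.5; also added: substrate SCFSkp2-Nedd8OG, 10 nM; doses: 12.5 µM compound; schedule: 90 min reaction at room temperature; signal: FP; read-out: % inhibition of substrate cleavage by Csn5; benchmarks: substrate-only high control, full reaction low control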
Neddylation inh – inhibitors of human cullin neddylation; AID 651699; calls only at 25 µM; P61081+Q13564; hit rate 0.58% among 360,000; TR-FRET cullin neddylation, biochemical; in the data active means inhibition above about 36%
STEP inh – inhibitors of human striatal-enriched phosphatase STEP | recombinant STEP, OMFP fluorogenic substrate, fluorescence | inhibition, % at 20 µM | hit rate 0.25% among 360,000 | AID 588621;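 active means inhibition at 20 µM, scaled per plate between control wells, above about 37%, limit read from the data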;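 further: 0% = DMSO with enzyme and substrate and 100% = substrate only without enzyme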
Target sequence (P54829 whole entry, looked up): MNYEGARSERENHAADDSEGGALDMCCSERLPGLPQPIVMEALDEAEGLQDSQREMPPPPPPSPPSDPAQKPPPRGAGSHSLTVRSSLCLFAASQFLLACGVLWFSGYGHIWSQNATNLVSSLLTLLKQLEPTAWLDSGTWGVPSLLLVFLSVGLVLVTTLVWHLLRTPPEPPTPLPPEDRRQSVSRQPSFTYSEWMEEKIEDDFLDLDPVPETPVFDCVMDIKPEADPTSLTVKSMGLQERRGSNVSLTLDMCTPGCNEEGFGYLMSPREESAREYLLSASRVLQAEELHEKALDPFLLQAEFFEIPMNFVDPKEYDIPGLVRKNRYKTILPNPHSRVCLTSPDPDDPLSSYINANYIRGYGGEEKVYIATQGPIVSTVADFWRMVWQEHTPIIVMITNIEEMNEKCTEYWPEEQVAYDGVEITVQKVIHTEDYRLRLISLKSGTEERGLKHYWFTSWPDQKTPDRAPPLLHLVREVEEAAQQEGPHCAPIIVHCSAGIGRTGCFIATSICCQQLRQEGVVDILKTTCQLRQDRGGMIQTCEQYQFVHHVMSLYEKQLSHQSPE
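Material: STEP (striatal-enriched tyrosine phosphatase) enzyme, cell-free; Compound dosing: 20 µM single dose in 1% DMSO; Technique: fluorescence read at 480 nm ex / 540 nm em; Times: reaction 20 min, ambient temperature; Medium: 50 mM Bis-Tris pH 6.0 with 2.5 mM DTT and 0.005% Tween 20; Also added: OMFP at 25 µM.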
DNMT1 block – DNMT1 (human) enzyme inhibition; P26358; DNMT1 molecular beacon, Hinp1I cleavage, fluorescence; inhibition (reported as % activation of signal), % at 10 µM; hit rate 0.83% among 360,000; AID 588458; in the data active means inhibition above about 50%
LMPTP block – blocks human LMPTP phosphatase. hit rate 0.22% among 360,000. inhibition, % at 20 µM. P24666. recombinant LMPTP-A, OMFP fluorogenic substrate, fluorescence intensity;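 active means compounds that cut the enzyme signal by at least half of the control window in the single-dose screen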;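 further: plate controls were DMSO wells with enzyme plus substrate for no effect and substrate without enzyme for full effect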
Target sequence (P24666 whole entry, looked up): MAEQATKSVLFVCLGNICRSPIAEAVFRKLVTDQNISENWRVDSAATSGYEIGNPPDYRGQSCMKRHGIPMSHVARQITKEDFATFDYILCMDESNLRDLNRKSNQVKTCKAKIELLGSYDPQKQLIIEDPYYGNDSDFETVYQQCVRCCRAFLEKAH
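Test system: LMPTP-A phosphatase enzyme; input: 0.625 nM LMPTP-A final; reagent: OMFP substrate, 400 µM final; compound dosing: 20 µM single dose, 3% DMSO; incubation: 50 min dark incubation at room temperature; measured by: endpoint fluorescence intensity from OMFP dephosphorylation; measure: % inhibition relative to no-enzyme and uninhibited control wells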
SUMO1-SIM PPI – modulators of human SUMO1-mediated protein-protein interactions | P63165 | hit rate 0.33% among 360,000 | inhibition, % at 20 µM | SUMO1 binding to a labelled peptide, TR-FRET, 1 h; in the data active means inhibition above about 37%
Target sequence (P63165 whole entry, looked up): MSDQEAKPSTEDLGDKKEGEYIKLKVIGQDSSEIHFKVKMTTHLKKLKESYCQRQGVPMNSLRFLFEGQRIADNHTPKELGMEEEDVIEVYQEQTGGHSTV
Scp1 inh – inhibitors of human Scp-1 phosphatase | Q9GZU7 | Recombinant Scp1, phosphopeptide, malachite green phosphate absorbance | inhibition, % at 20 µM | hit rate 0.88% among 340,000;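 active means inhibition above about 50% at 20 µM, limit read from the data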;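 further: plate controls were DMSO wells with enzyme for no effect and wells lacking enzyme for full effect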
Target sequence (Q9GZU7 76-261 limits assumed): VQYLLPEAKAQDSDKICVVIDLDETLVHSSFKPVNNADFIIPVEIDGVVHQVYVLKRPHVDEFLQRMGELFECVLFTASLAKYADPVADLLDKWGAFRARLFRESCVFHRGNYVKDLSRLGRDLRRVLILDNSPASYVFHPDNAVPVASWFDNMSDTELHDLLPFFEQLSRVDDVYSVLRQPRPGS
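Test system: SCP-1 phosphatase catalytic domain, residues 76-261; measured by: colorimetric phosphate reagent with accelerator and stabiliser, absorbance at 630 nm; timing: enzyme reaction 45 min at room temperature, colour 5 min, stabilisation 30 min; also added: Phosphorylated 17-residue peptide substrate; compound dosing: one concentration, 20 µM, with 1.0% DMSO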
Rin1-Abl PPI inh – human Rin1-Abl interaction inhibition. P00519+Q13671. TR-FRET Rin1/Abl binding, biochemical. inhibition, % at 7.35 µM. hit rate 0.4% among 360,000; in the data active means inhibition above about 5%, passing the limit was not always enough
Rpn11 inh – blocks the human proteasome subunit Rpn11; hit rate 0.59% among 360,000; calls only at 20 µM; AID 588493; O00487; human 26S proteasome, Ub4-pepOG fluorescence polarization; 20S core pre-blocked with epoxomicin;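 active means inhibition at 20 µM, scaled to each plate's controls, above about 33%, limit read from the data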
Starred values were filed as active, the others as inactive; i = inactive; / = not tested or not shown.

no.	SMILES	NadD inh	CSN deneddyl inh	Neddylation inh	STEP inh	DNMT1 block	LMPTP block	SUMO1-SIM PPI	Scp1 inh	Rin1-Abl PPI inh	Rpn11 inh
1	Cc1nc(NC(=O)CSc2nnnn2Cc2ccccc2)sc1C	-2	1	i	-2	-2	0.8	2	3	-1	i
2	O=C(Cn1c(C(F)(F)F)nc2ccccc21)N=Nc1c(O)[nH]c2ccc(Br)cc12	11	-1	i	1	0	0.6	11	-2	4	i
3	Cc1ccc(S(=O)(=O)Oc2ccc(/C=C(/NC(=O)c3ccccc3)C(=O)NC(C)C(=O)O)cc2)cc1 (stereo not drawn)	-3	4	i	2	-5	-1.4	0	-5	-2	i
4	CCCCNC(=O)C[C@@H]1C[C@@]2(C(=O)OCC)CCC=C2N(CCC2=CCCCC2)C1=O	2	-1	i	/	/	-0.7	3	/	/	/
5	CCCN1C(=O)C(=O)N(CC(=O)N2c3ccccc3NC(=O)CC2C)C1=O (stereo not drawn)	-1	5	i	-1	7	-0.8	4	/	1	i
6	CCc1nc(SCC(=O)NCc2ccc(F)cc2)c2c(=O)n(C)c(=O)n(C)c2n1	4	0	i	3	16	-0.4	3	2	-3	i
7	Cc1cc(C)cc(C(=O)NCC(=O)NNC(=O)CSc2ccccc2F)c1	2	0	i	-2	3	0.1	-3	-5	2	i
8	COc1ccc(OC)c(S(=O)(=O)CC(=O)c2cc3ccc(OC)cc3oc2=O)c1	36*	5	i	-1	-1	4.4	-13	12	-5	i
9	COCCNC(=O)c1cc(OC)c(OC)cc1[N+](=O)[O-]	1	0	i	-1	2	-1.3	-7	-1	2	i
10	O=C(CCCN1C(=O)/C(=C\c2ccccc2)SC1=S)N1CCOCC1	5	7	i	1	-1	0.7	-33	-3	-2	i
11	O=C(CSc1nncs1)Nc1ccc(N2CCCCC2)cc1	-1	4	i	-4	0	-0.8	0	-9	0	i
12	Cc1onc(-c2ccccc2Cl)c1C(=O)N1CCN(C=O)CC1	4	-5	i	-2	0	-1.0	3	-2	-2	i
13	C/C(=N/NC(=O)Cc1cc(=O)[nH][nH]1)c1ccc([N+](=O)[O-])cc1	-3	-2	i	-2	-8	-0.2	-21	-9	-2	i
14	CCCN(CC(=O)Nc1ccccc1OC)C(C)C(=O)NC(C)CCc1ccccc1 (stereo not drawn)	-1	-1	i	-1	-2	0.2	3	-2	0	i
15	CCOc1cc(C2NC(=O)NC(C)=C2C(=O)OCc2ccccc2)ccc1O (stereo not drawn)	0	2	i	-1	4	0.4	0	4	1	i
16	CC1(C)Cc2c(sc3nc[nH]c(=O)c23)CO1	-2	4	i	-1	1	1.7	-3	5	0	i
17	Cc1cccc(C(=O)OCC(=O)NCc2ccc(Cl)cc2)c1	-12	3	i	-3	2	-1.0	-1	/	0	i
18	Cc1ccc2nc(C)cc(SCC(=O)N/N=C/c3ccco3)c2c1	-3	2	i	-1	-3	-0.8	-18	7	-4	i
19	CCOC(=O)CSc1nnc(CNC(=O)c2ccc(OC)cc2)n1Cc1ccccc1	4	1	i	2	8	-0.6	1	-6	0	i
20	CCCC(=O)NCCCc1nc2ccccc2[nH]1	3	-4	i	-2	0	0.0	0	6	1	i

Entries above shown as hits in NadD inh:
no.	SMILES	NadD inh	CSN deneddyl inh	Neddylation inh	STEP inh	DNMT1 block	LMPTP block	SUMO1-SIM PPI	Scp1 inh	Rin1-Abl PPI inh	Rpn11 inh
8	COc1ccc(OC)c(S(=O)(=O)CC(=O)c2cc3ccc(OC)cc3oc2=O)c1	36*	5	i	-1	-1	4.4	-13	12	-5	i

Other results follow:
no.	SMILES	NadD inh	CSN deneddyl inh	Neddylation inh	STEP inh	DNMT1 block	LMPTP block	SUMO1-SIM PPI	Scp1 inh	Rin1-Abl PPI inh	Rpn11 inh
21	CCn1c2ccccc2c2cc(/C=N/n3cnnc3)ccc21	-5	0	/	3	2	1.8	-4	-9	-2	i
22	CCCCCOc1ccc(C(=O)CCC(=O)NNC(=O)c2ccncc2)cc1	1	3	i	1	-1	-1.1	3	-4	3	i
23	C=CCS(=O)(=O)c1nc2ccccc2s1	-1	-1	i	-1	11	-1.2	-2	-1	2	i
24	COc1ccc(CCN(C)C2CCCN(S(=O)(=O)C(C)C)C2)cc1OC (stereo not drawn)	1	3	i	0	3	-0.5	-1	-10	-4	i
25	Cc1ccc(NC(=O)CN(C)C(=O)c2cn(Cc3ccccc3)nc2-c2cccnc2)cc1	1	-2	i	-1	-2	-1.0	-2	1	-3	i
26	NC(=O)C1CC(=O)N(c2ccc(OCc3ccc(F)cc3)cc2)C1 (stereo not drawn)	-4	-1	i	0	2	-1.7	-1	-6	1	i
27	O=C(COC(=O)Cn1cnc2ccccc2c1=O)NNC(=O)c1ccc(Br)cc1	1	-1	i	0	15	3.3	-1	2	0	i
28	Cc1cc(=O)[nH]c(/N=C(\N)Nc2ccc(Oc3ccccc3)cc2)n1	2	0	i	4	-2	0.9	-1	-4	-2	i
29	CCCc1c(C)nc(N2CCN(c3cccc(OC)c3)CC2)[nH]c1=O	-1	1	i	-1	0	-1.2	4	-5	2	i
30	CSc1ncccc1C(=O)Nc1cc(Cl)ccc1N1CCOCC1	5	-2	i	-3	-10	0.7	-1	-5	-4	i
31	CC(C)Sc1nnc(NC(=O)C2CC2)s1	-1	5	i	-1	0	0.1	8	-7	1	i
32	Cc1ccc(CSc2nnc(C(F)(F)F)n2Cc2ccc(F)cc2)cc1	4	4	i	1	3	4.6	1	-4	0	i
33	COc1ccc(CN(C)C(=O)Cc2ccsc2)c(OC)c1OC	-1	-6	i	2	-4	-1.2	0	-4	1	i
34	Nc1ncn(CC(=O)c2ccccc2)n1	-5	7	i	-2	-4	-0.3	-3	-4	8	i
35	N#Cc1cc2ccc(N3CCOCC3)cc2cc1C#N	6	16	i	0	14	0.7	44*	-10	-1	i
36	O=C(COC(=O)c1cnccn1)Nc1ccc(Cl)cc1C(F)(F)F	-4	0	i	1	-2	-1.0	-1	-1	2	i
37	COc1cccc(CNC(=O)Cn2nc(C)c([N+](=O)[O-])c2C)c1	-3	1	i	-1	3	-1.6	-4	23	-1	i
38	CC(C)(O)C#Cc1ccc(CN2CCN(CCc3ccccc3)C(CCO)C2)s1 (stereo not drawn)	-6	0	i	0	-2	0.7	2	-3	-3	i
39	CN(C1CCCC1)C1CCN(C(=O)CNC(=O)/C=C/c2ccc(F)cc2)CC1	-6	3	i	-2	-4	-1.2	1	-5	0	i
40	CC(C)(C)Nc1nc(SCC(=O)Nc2ccccc2Cl)nc(N2CCOCC2)n1	-6	-3	i	2	-2	1.2	-1	2	0	i
41	CCCCN(C(=O)c1ccc(NC2CC2)c([N+](=O)[O-])c1)c1c(N)n(CCCC)c(=O)[nH]c1=O	3	-3	i	0	-4	1.7	-31	-4	-4	i
42	O=C(NCCOc1nc(N2CCOCC2)nc(N2CCOCC2)n1)Nc1ccc(Cl)cc1	8	-3	i	0	-4	-0.5	-2	16	-3	i
43	Cn1c(N)c(C(=O)COC(=O)CNS(=O)(=O)c2ccc(Cl)c(Cl)c2)c(=O)n(C)c1=O	1	13	i	2	-1	-1.1	-1	-2	3	i
44	N=C1CCCN1c1ccccc1O	-7	1	i	-3	-1	-1.0	0	6	-1	i
45	COc1ccc(C(=O)Nc2ccc3c(c2)OCCO3)cc1	-7	2	i	-5	1	-1.5	3	-3	-1	i
46	O=C(CSc1nc(=O)[nH]c2c1CCCC2)Nc1ccc(F)cc1F	-2	1	i	-1	5	0.7	-5	4	3	i
47	CCc1c(C)c2nncn2[nH]c1=O	0	5	i	-1	2	-0.2	-2	-5	-1	i
48	COc1ccc(-c2cn[nH]c2-c2ccc(OCc3ccc([N+](=O)[O-])cc3)cc2O)cc1OC	26	-3	i	-2	-2	5.3	-14	0	-3	i
49	O=C(c1cccc(S(=O)(=O)N2CCOCC2)c1)N1CCN(c2ccccc2)CC1	1	-5	i	3	6	-0.2	-1	-13	0	i
50	CCC(NC(=O)CCc1c(C)c2cc3c(C)c(C)oc3cc2oc1=O)C(=O)N[C@@H](Cc1ccccc1)C(=O)O (stereo partly drawn)	13	2	/	0	2	0.3	16	26	-1	i
51	Cc1cc(C)nc(SCC(=O)c2ccc([N+](=O)[O-])cc2)n1	2	2	i	-2	-1	0.7	-23	-2	-3	i

Part of the list above, screen by screen:
[38] CC(C)(O)C#Cc1ccc(CN2CCN(CCc3ccccc3)C(CCO)C2)s1 (stereo not drawn)
[39] CN(C1CCCC1)C1CCN(C(=O)CNC(=O)/C=C/c2ccc(F)cc2)CC1
[40] CC(C)(C)Nc1nc(SCC(=O)Nc2ccccc2Cl)nc(N2CCOCC2)n1
[41] CCCCN(C(=O)c1ccc(NC2CC2)c([N+](=O)[O-])c1)c1c(N)n(CCCC)c(=O)[nH]c1=O
[42] O=C(NCCOc1nc(N2CCOCC2)nc(N2CCOCC2)n1)Nc1ccc(Cl)cc1
[43] Cn1c(N)c(C(=O)COC(=O)CNS(=O)(=O)c2ccc(Cl)c(Cl)c2)c(=O)n(C)c1=O
[44] N=C1CCCN1c1ccccc1O
[45] COc1ccc(C(=O)Nc2ccc3c(c2)OCCO3)cc1
screen / no.,38,39,40,41,42,43,44,45
NadD inh,-6,-6,-6,3,8,1,-7,-7
CSN deneddyl inh,0,3,-3,-3,-3,13,1,2
Neddylation inh,i,i,i,i,i,i,i,i
STEP inh,0,-2,2,0,0,2,-3,-5
DNMT1 block,-2,-4,-2,-4,-4,-1,-1,1
LMPTP block,0.7,-1.2,1.2,1.7,-0.5,-1.1,-1.0,-1.5
SUMO1-SIM PPI,2,1,-1,-31,-2,-1,0,3
Scp1 inh,-3,-5,2,-4,16,-2,6,-3
Rin1-Abl PPI inh,-3,0,0,-4,-3,3,-1,-1
Rpn11 inh,i,i,i,i,i,i,i,i

[46] O=C(CSc1nc(=O)[nH]c2c1CCCC2)Nc1ccc(F)cc1F
[47] CCc1c(C)c2nncn2[nH]c1=O
[48] COc1ccc(-c2cn[nH]c2-c2ccc(OCc3ccc([N+](=O)[O-])cc3)cc2O)cc1OC
screen / no.,46,47,48
NadD inh,-2,0,26
CSN deneddyl inh,1,5,-3
Neddylation inh,i,i,i
STEP inh,-1,-1,-2
DNMT1 block,5,2,-2
LMPTP block,0.7,-0.2,5.3
SUMO1-SIM PPI,-5,-2,-14
Scp1 inh,4,-5,0
Rin1-Abl PPI inh,3,-1,-3
Rpn11 inh,i,i,i
